Screening results from PubChem.
Rtt109 Vps75 = inhibitors of Candida albicans Rtt109/Vps75 histone acetyltransferase; inhibition, % at 34.9 µM; 0.16% of 330,000 active; purified Rtt109/Vps75, ThioGlo CoA-SH fluorescence, 4 h; AID 540336; Q5AAJ8;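 active means inhibition of at least 50% in every replicate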
RTF Ca sens act = cardiac RTF calcium sensitization; IANBD-labeled TnC RTF fluorescence at EC20 calcium; 0% EC20 calcium, 100% full calcium; AID 493008; activation, % at 7.2 µM; 0.24% of 340,000 active;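 active means activation above the mean over all tested compounds plus 3 SD, cut at about 30% in these data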;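 further: rise in fluorescence read as greater calcium sensitivity of cardiac thin filaments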
dFosB activator = activators of mouse delta FosB homodimer; purified delta FosB, TAMRA-CDK5 oligo fluorescence polarization; percent of positive-control signal above neutral wells; AID 493131; activation, % at 25 µM; 0.99% of 340,000 active; P13346;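 active means mean activation above about 17%, with every replicate also reaching it, limit read from the data, passing the limit was not always enough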;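 further: fluorescence polarization rise as delta FosB binds a TAMRA Cdk5 AP-1 oligo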
Target sequence (P13346 whole entry, looked up): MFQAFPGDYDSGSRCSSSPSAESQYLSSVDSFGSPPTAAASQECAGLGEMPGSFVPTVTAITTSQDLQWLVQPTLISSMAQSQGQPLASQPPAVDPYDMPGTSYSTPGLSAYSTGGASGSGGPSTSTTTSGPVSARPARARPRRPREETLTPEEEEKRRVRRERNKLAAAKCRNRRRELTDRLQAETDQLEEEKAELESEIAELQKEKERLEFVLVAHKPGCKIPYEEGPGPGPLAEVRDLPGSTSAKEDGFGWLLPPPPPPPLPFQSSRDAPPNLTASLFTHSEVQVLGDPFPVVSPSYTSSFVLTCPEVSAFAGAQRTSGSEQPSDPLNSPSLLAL
PfHsp90 yeast 2 = reduces growth (ATP signal) of yeast expressing P. falciparum Hsp90; AID 504621; 0.32% of 310,000 active; inhibition, % at 9.4 µM; S. cerevisiae expressing PfHsp90, BacTiter-Glo ATP, 48 h; yeast lacking PDR1 and PDR3 efflux regulators;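 active means every replicate shows inhibition above about 80%, whatever the replicate mean, limit read from the data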;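 further: 0% = DMSO neutral controls and 100% = 20 µM radicicol positive controls; yeast relying on Plasmodium falciparum Hsp90 in place of its own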
LANA DNA inh = inhibitors of KSHV LANA C-terminal domain DNA binding. MBP-C-LANA/FAM-LBS DNA binding, fluorescence polarization. inhibition, % at 9 µM. 0.078% of 340,000 active. AID 504423;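 active means highest replicate inhibition at or above 60% at 9 µM, even if other replicates fall short; inactive means all replicates below 60% inhibition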;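 further: 0% = neutral control wells and 100% = 4 µM acridine orange control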
CDK5 p35 inh = inhibitors of human CDK5/p35 kinase; Q00535+Q15078; Recombinant CDK5/p35, ADP-Glo luminescence, 60 min; inhibition, % at 10 µM; 0.01% of 330,000 active; AID 488839;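 active means highest replicate inhibition of at least 50% and at least 75% of replicates reaching 50%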;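 further: plate controls were DMSO neutral control for no effect and GW8510 at 10 µM for full effect; many of its hits are not listed in these tables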
Target sequence (Q00535 whole entry, looked up): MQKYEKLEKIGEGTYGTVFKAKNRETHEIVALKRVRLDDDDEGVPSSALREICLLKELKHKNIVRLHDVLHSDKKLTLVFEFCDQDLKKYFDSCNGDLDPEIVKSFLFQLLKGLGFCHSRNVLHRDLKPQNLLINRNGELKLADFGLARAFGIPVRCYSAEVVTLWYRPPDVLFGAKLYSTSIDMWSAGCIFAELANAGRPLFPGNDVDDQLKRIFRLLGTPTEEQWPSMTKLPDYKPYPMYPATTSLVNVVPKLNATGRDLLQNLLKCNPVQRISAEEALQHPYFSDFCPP
Target sequence (Q15078 whole entry, looked up): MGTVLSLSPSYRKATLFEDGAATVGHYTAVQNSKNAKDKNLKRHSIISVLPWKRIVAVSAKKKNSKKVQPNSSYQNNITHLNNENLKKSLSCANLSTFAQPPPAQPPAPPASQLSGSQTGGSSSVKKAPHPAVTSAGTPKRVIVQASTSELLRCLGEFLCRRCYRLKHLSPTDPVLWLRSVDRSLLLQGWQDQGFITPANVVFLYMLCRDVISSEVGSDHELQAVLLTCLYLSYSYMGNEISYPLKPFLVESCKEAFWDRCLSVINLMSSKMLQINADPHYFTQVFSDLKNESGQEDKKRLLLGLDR
Mot1-301 SUMO = SUMOylation pathway inhibition by Mot1-301 growth rescue; S. cerevisiae Mot1-301 growth rescue, ATP luminescence, 38.5C; percent above DMSO median, 100 means doubled; growth rescue, % at 18.8 µM; 1% of 320,000 active;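 active means every valid replicate shows activation above 250% relative to neutral control wells; inactive means the rest, any valid replicate at or below 250%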;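 further: OY570 slx delta 5 strain wells were the positive control but not used for scaling; some compounds called inactive have numbers as strong as hits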
Keap1 Nrf2 FP = disrupts human Keap1 binding to Nrf2 peptide | Keap1 Kelch-Nrf2 peptide fluorescence polarization, 1536-well | inhibition, % at 9.4 µM | 0.15% of 340,000 active | Q14145 | AID 504523; in the data active means inhibition above about 12%;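 further: human Keap1 Kelch domain with fluorescein labeled Nrf2 9mer peptide probe; 0% = neutral control wells and 100% = peptide positive control; higher means more block of Keap1 binding to Nrf2 peptide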
PvdQ acylase = blocks Pseudomonas aeruginosa PvdQ acylase activity. purified PvdQ acylase, fluorescence plate reader. inhibition, % at 10 µM. 0.063% of 340,000 active. AID 488965; in the data active means inhibition above about 30%, passing the limit was not always enough;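 further: 0% = vehicle neutral wells and 100% = reference inhibitor wells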
NSD2 inh = NSD2 (human) methyltransferase inhibition; O96028; NSD2 peptide methylation, AlphaScreen, 120 min; inhibition, % at 12.5 µM; 0.54% of 310,000 active; in the data active means inhibition above about 50%
Cardiac RTF inh = cardiac RTF calcium desensitization; AID 493244; IANBD-labeled cardiac RTF, Ca2+ fluorescence; 0.12% of 340,000 active; P19429+P45379; inhibition, % at 7.15 µM;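 active means inhibition above the mean inhibition of all tested compounds plus 3 SD, cut at about 17% in these data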;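 further: assay run at fixed EC70 calcium of 1.6 mM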
* marks the source's active call; other numbers are inactive results; x = no result given.

structure,LANA DNA inh,Mot1-301 SUMO,PfHsp90 yeast 2,CDK5 p35 inh,Cardiac RTF inh,Rtt109 Vps75,dFosB activator,NSD2 inh,RTF Ca sens act,PvdQ acylase,Keap1 Nrf2 FP
COCCCNC(=O)Cn1cc(/C=C(\C#N)C(=O)NC2CC2)c2ccccc21,-0.1,-14,-26,-1.0,2,12,4,-4,2,0,5
CCOC(=O)CCC(NC(=O)c1ccc(CNc2nc3cc(C(F)(F)F)ccc3nc2C(=O)OCC)cc1)C(=O)OCC (configuration not stated),2.6,x,-3,2.3,-7,9,-5,1,7,12,-2
COCCCN(Cc1cccs1)S(=O)(=O)c1c[nH]c(C(=O)OC)c1,-0.1,13,-26,-2.1,-4,-7,-1,26,3,-14,0
CC1CCCN(C(=O)CCS(=O)(=O)c2ccc3c(c2)NC(=O)C(C)S3)C1 (configuration not stated),1.7,0,12,x,-4,-3,-3,-3,-1,-10,-3
CC1CCCN(S(=O)(=O)c2ccc(Br)s2)C1 (configuration not stated),1.1,-10,5,-1.8,-4,-1,1,1,2,-11,-3
c1ccc(SCCOCCn2cncn2)cc1,-0.2,5,10,-0.8,-3,-5,5,-6,6,-6,-4
CCOC(=O)N1CCN(c2c(N3CCN(c4ccccn4)CC3)c(=O)c2=O)CC1,-1.9,3,14,-1.0,-7,5,-8,x,9,-7,-4
CCOC(=O)c1ccc(NC(=O)CSc2nc(=O)n(CCN3CCOCC3)c3c2CCC3)cc1,0.6,11,-9,-1.2,-4,9,-4,3,-4,-13,-1
NS(=O)(=O)c1ccc(NC(=S)N2CCN(c3ccccc3Cl)CC2)cc1,0.4,-7,-24,1.0,-4,10,8,1,4,-7,-2
O=C(COC(=O)/C=C/c1ccc(F)cc1)Nc1cc(C(F)(F)F)ccc1N1CCOCC1,-0.4,-8,-7,-0.1,-19,-4,-2,-4,0,-4,2
Brc1cc2c(cc1COc1ccc(-c3nn[nH]n3)cc1)OCO2,0.7,1,-20,-0.3,1,18,-10,2,-4,8,-6
CCOP(=O)(Cc1ccc(C(C)(C)CC(C)=O)o1)OCC,1.7,-12,-5,-0.6,-10,2,-8,-1,9,-11,-8

(next part)
structure,LANA DNA inh,Mot1-301 SUMO,PfHsp90 yeast 2,CDK5 p35 inh,Cardiac RTF inh,Rtt109 Vps75,dFosB activator,NSD2 inh,RTF Ca sens act,PvdQ acylase,Keap1 Nrf2 FP
Cc1ccc(NC(=O)COC(=O)Cn2nc(-c3ccc(F)cc3)oc2=O)cc1C,4.0,2,5,0.6,-12,8,-11,1,7,-19,-4
COCCCNC(=S)N(Cc1ccccc1)Cc1nc2ccccc2c(=O)[nH]1,0.5,-2,-4,0.6,2,2,0,-4,-2,-10,5
CC(C)C(=O)NNS(=O)(=O)c1ccccc1,-0.7,4,-25,-0.9,-7,x,6,-2,6,-14,-2
COCCCNC(=O)CN1C(=O)COc2ccc(S(=O)(=O)N3CCCCCC3)cc21,-1.0,x,-12,0.6,-6,12,-8,-3,-3,1,-3
CCCCn1c(CN2CCN(CCO)CC2)nc2ccccc21,-1.0,-2,-8,2.0,-14,1,-3,-9,1,-15,-4
Cc1nc(SCC(=O)NCc2ccc3c(c2)OCO3)nc(C)c1C,3.4,-5,-14,0.6,0,2,0,-1,3,-2,1
Cc1ccc(CN2CCN(c3ncccn3)CC2)o1,0.2,-9,16,-0.3,-1,7,-7,1,0,14,-3
COc1ccc2[nH]c(=O)c(CN(C(=O)C3CCCO3)c3ccc(C)c(C)c3)cc2c1 (configuration not stated),0.9,140,7,-1.1,-9,-3,-2,5,2,-10,-5
Nc1c(C(=O)N/N=C/c2ccccc2)cnn1-c1ccccc1,0.1,-6,7,1.5,4,-4,-4,2,-2,4,-3
CCOC(=O)c1c(NC(=O)Cn2nc(C(F)(F)F)cc2C)sc2c1CCC2,0.9,10,-11,x,-14,3,0,-3,6,-7,-3
CCn1nnnc1SCC(=O)N1CCN(Cc2ccc3c(c2)OCCO3)CC1,-2.5,-9,-2,1.0,3,6,-6,-5,-1,-11,-11
NS(=O)(=O)c1ccc(CCNC(=O)C2CCCN2S(=O)(=O)c2cccc3nsnc23)cc1 (configuration not stated),1.7,7,5,-0.4,-10,-5,-15,x,0,-6,-3

The list continues.
structure,LANA DNA inh,Mot1-301 SUMO,PfHsp90 yeast 2,CDK5 p35 inh,Cardiac RTF inh,Rtt109 Vps75,dFosB activator,NSD2 inh,RTF Ca sens act,PvdQ acylase,Keap1 Nrf2 FP
CCCSc1nc2c(c(=O)n1-c1ccc(OCC)cc1)SCC2,-2.2,20,x,-0.8,-6,3,-2,x,0,-1,1
CN(CC(=O)Nc1ccc(F)cc1)C(=O)Cn1cnc2ccc([N+](=O)[O-])cc2c1=O,-0.2,-3,6,-0.2,-6,6,8,0,3,11,0
CC(CCc1ccccc1)NC(=O)COC(=O)C1CCC(C(C)(C)C)CC1 (configuration not stated),1.1,-15,-8,0.7,-13,-6,-6,-3,3,-8,3
Clc1ccccc1Nc1nc(-c2ccncc2)nc2ccccc12,2.0,7,-41,0.2,-7,7,-27,6,-1,-2,-7
O=C1C=C(N2CCCCC2)C2(CCCCC2)O1,-1.6,12,-4,1.3,-5,5,-9,3,3,-7,-2
COc1ccc(OC)c(NS(=O)(=O)c2ccc(N3CCCC3=O)cc2)c1,1.6,-16,3,0.3,-5,-2,-7,0,-1,-7,0
Nc1ncnc2c1ncn2[C@@H]1O[C@H](CNC(=O)[C@@H]2CCC(=O)N2)[C@@H](O)[C@H]1O,2.1,x,-6,0.6,-3,1,7,x,-2,-14,-6
Cc1nc(SCC(=O)NC2CCCC2)[nH]c(=O)c1Cc1ccccc1,-0.1,-1,2,0.0,9,-3,-1,-4,-1,-8,-3
CC(=O)Nc1ccc(NC(=O)CSc2nnc(CNc3ccc(F)cc3)n2CC2CCCO2)cc1 (configuration not stated),0.9,289,5,0.6,-9,-27,-4,0,4,-10,-3
COc1ccc(CCNC(=O)CCCN2C(=O)c3ccccc3C2=O)cc1OC,-0.6,0,-11,3.4,-7,x,9,-1,-8,-3,1
O=C(CSc1ncn[nH]1)c1ccc2c(c1)OCO2,-1.2,9,-13,0.5,-8,2,4,0,-3,-9,-3
O=C1N=C(N2CCC(Cc3ccccc3)CC2)S/C1=C/c1cn[nH]c1-c1ccccc1,5.9,2,x,-0.9,1,x,15,3,3,7,2

Reformatted as labelled records: part of the list above
CCCSc1nc2c(c(=O)n1-c1ccc(OCC)cc1)SCC2
  LANA DNA inh: -2.2; Mot1-301 SUMO: 20; PfHsp90 yeast 2: x; CDK5 p35 inh: -0.8; Cardiac RTF inh: -6; Rtt109 Vps75: 3; dFosB activator: -2; NSD2 inh: x; RTF Ca sens act: 0; PvdQ acylase: -1; Keap1 Nrf2 FP: 1
CN(CC(=O)Nc1ccc(F)cc1)C(=O)Cn1cnc2ccc([N+](=O)[O-])cc2c1=O
  LANA DNA inh: -0.2; Mot1-301 SUMO: -3; PfHsp90 yeast 2: 6; CDK5 p35 inh: -0.2; Cardiac RTF inh: -6; Rtt109 Vps75: 6; dFosB activator: 8; NSD2 inh: 0; RTF Ca sens act: 3; PvdQ acylase: 11; Keap1 Nrf2 FP: 0

Following part.
structure,LANA DNA inh,Mot1-301 SUMO,PfHsp90 yeast 2,CDK5 p35 inh,Cardiac RTF inh,Rtt109 Vps75,dFosB activator,NSD2 inh,RTF Ca sens act,PvdQ acylase,Keap1 Nrf2 FP
CCc1ccc2[nH]c3nc(SCCN4CCOCC4)nnc3c2c1,0.7,5,-1,1.9,-4,1,-16,-1,1,-9,0
COc1cccc(NC(=O)CN(C)C(=O)CCCNC(=O)c2ccc(Cl)cc2)c1,-2.0,-3,17,0.9,3,1,4,0,-2,3,-5
O=C1NC2(CCCCCC2)C(=O)N1Cc1c(F)cccc1Cl,-0.4,2,-7,0.3,-12,3,-8,-4,2,5,-2
CCN1C(=O)C(=O)N(CC(=O)N2CCN(c3ccccc3)CC2)C1=O,0.4,3,-3,2.2,-21,-25,-5,1,0,-14,-3
Cc1cc(C(=O)Cn2nc(C(=O)O)c3ccccc3c2=O)c(C)n1CCc1ccc(Cl)cc1,-0.4,482,16,1.1,6,-3,-5,-4,-8,-4,4
Nc1ccccc1N1CCN(C(=O)c2ccccc2)CC1,-0.7,-1,5,0.0,-2,-9,2,-2,5,-17,-1
Cc1cccc(NC(=O)CCCSc2nc3ccccc3[nH]2)c1,-0.5,-10,-46,-6.8,-17,-4,-5,-2,4,-20,-5
CCOC(=O)C(C(=O)OCC)c1cc(Br)c2noc3c2c1C(=O)c1ccccc1-3,8.1,1,19,0.9,-145,-3,2,97*,96*,-3,3
COc1ccc([C@H]2CC(=O)C=C(/C=C/c3ccccc3)C2)cc1OC,-1.0,-3,-1,2.4,5,8,-9,x,-8,-1,0
CCOc1ccccc1CN1CCC(O)CC1,2.2,13,-1,2.3,9,-1,2,0,2,2,-1
O=C(CN1CCN(c2ccc(Cl)cc2)CC1)c1ccccc1,-1.9,-4,-1,1.1,-2,6,2,0,0,0,0
O=C1COc2ccc(C(=O)COC(=O)c3ccc(Cl)cc3[N+](=O)[O-])cc2N1,1.0,-4,x,1.0,-8,11,-5,0,-5,-5,1

Grouped by structure: those above containing a Cl atom (seven)
structure,LANA DNA inh,Mot1-301 SUMO,PfHsp90 yeast 2,CDK5 p35 inh,Cardiac RTF inh,Rtt109 Vps75,dFosB activator,NSD2 inh,RTF Ca sens act,PvdQ acylase,Keap1 Nrf2 FP
NS(=O)(=O)c1ccc(NC(=S)N2CCN(c3ccccc3Cl)CC2)cc1,0.4,-7,-24,1.0,-4,10,8,1,4,-7,-2
Clc1ccccc1Nc1nc(-c2ccncc2)nc2ccccc12,2.0,7,-41,0.2,-7,7,-27,6,-1,-2,-7
COc1cccc(NC(=O)CN(C)C(=O)CCCNC(=O)c2ccc(Cl)cc2)c1,-2.0,-3,17,0.9,3,1,4,0,-2,3,-5
O=C1NC2(CCCCCC2)C(=O)N1Cc1c(F)cccc1Cl,-0.4,2,-7,0.3,-12,3,-8,-4,2,5,-2
Cc1cc(C(=O)Cn2nc(C(=O)O)c3ccccc3c2=O)c(C)n1CCc1ccc(Cl)cc1,-0.4,482,16,1.1,6,-3,-5,-4,-8,-4,4
O=C(CN1CCN(c2ccc(Cl)cc2)CC1)c1ccccc1,-1.9,-4,-1,1.1,-2,6,2,0,0,0,0
O=C1COc2ccc(C(=O)COC(=O)c3ccc(Cl)cc3[N+](=O)[O-])cc2N1,1.0,-4,x,1.0,-8,11,-5,0,-5,-5,1
